Imprint erasure: genomic imprint erasure induction; mouse ES Peg3-LacZ reporter, beta-gal luminescence, 40 h; Potency, µM (series often up to 60.7 µM), inactives show at the highest dose activity change, positive = activation, actives largely listed as activators; 0.02% of 110,000 active; AID 1948;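 also: 0% = negative control wells on the plate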
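Each well holds 300 Peg3LacZ-Neo (maternal) female ES cells incubated 40 h at 37C, 5% CO2. LacZ is measured by BetaGlo luminescence, with AC50 and maximum efficacy derived from dose-response curves.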
p53ts 32C tox: kills p53ts cells at the permissive temperature; H1299-p53A138V at 32C, ATP luminescence viability, 24 h; AID 924; 0.93% of 130,000 active; Potency, µM (top dose mostly 46.1 µM), inactives show at the top dose activity change, negative = cytotoxicity, actives largely listed as cytotoxic;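 also: 0% = DMSO and -100% = full killing by reference compound; nearly all actives have a fitted effect of over 55% in size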
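Viability by ATPlite luminescence after 24 h compound treatment (up to 46 uM) at the permissive 32C. Cells are H1299 carrying p53 A138V. Scale runs from DMSO basal to 100 uM tamoxifen as full kill; AC50 from Hill fits.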
* hit, by the source's call; & = joins results of further samples; [ ] = remark or other dose. Calls follow the shape of the dose curve; as a rule, active = well fitted curve in the direction sought with a large enough effect; inconclusive = small, poorly fitted or top-dose-only effect, or another doubt; inactive = no such curve, though single readings can be large; an effect the other way counts as inactive or inconclusive. Potency is read from the fitted curve at half-maximal effect.

Start of the listing, in advance, two compounds:
Results for CSc1ccc(CCNC(=O)Cn2ncc3c([nH]c4ccccc43)c2=O)cc1 ?
p53ts 32C tox: -1%

What do the screens show for `CCOC(=O)c1c(N)sc2c1CCN(Cc1ccccc1)C2`?
Imprint erasure: -17%

The list itself, from the start:
Results for CSc1ccc(CCNC(=O)Cn2ncc3c([nH]c4ccccc43)c2=O)cc1 ?
p53ts 32C tox: -1%

What do the screens show for `CCOC(=O)c1c(N)sc2c1CCN(Cc1ccccc1)C2`?
Imprint erasure: -17%

What do the screens show for `NC(CCCP(=O)(O)O)C(=O)O` (centres undefined)?
Imprint erasure: 6%

What do the screens show for `COC(=O)CC[C@@H](C)C1CC[C@H]2[C@H]3CC[C@H]4C[C@@H]5CCC4(C)[C@@]3(O5)[C@@H](Br)[C@@H](Br)[C@@]12C` (some centres undefined)?
Imprint erasure: -10%[10.9 µM]

What do the screens show for `CC[C@@H]1C(c2cccc(Cl)c2)=NN(c2ccc(Br)cc2)[C@H]1C(=O)N1CCOC1=O`?
Imprint erasure: -9%

Results for c1ccc2nc3ccccc3cc2c1 ?
Imprint erasure: -10%

What do the screens show for `Cc1ccccc1NC(=O)OCCN1CCN(Cc2ccccc2)CCC1=O`?
Imprint erasure: -11%

Results for Cc1ccc2[nH]c(C)cc(=O)c2c1 ?
Imprint erasure: -17%[97.3 µM]

What do the screens show for `O[Si](CCCN1CCCCC1)(c1ccc(F)cc1)C1CCCCC1` (centres undefined)?
Imprint erasure: -10%

How did C[C@@H]1C(c2ccc(F)cc2)=NN(c2ccccc2)[C@H]1C(=O)N1CCOC1=O do in these assays?
Imprint erasure: -13%

What do the screens show for `CN([C@@H](Cc1ccc(OS(=O)(=O)c2cccc3cnccc23)cc1)C(=O)N1CCN(c2ccccc2)CC1)S(=O)(=O)c1cccc2cnccc12`?
Imprint erasure: -19%

What do the screens show for `CC[C@@H]1C(c2cccc(Cl)c2)=NN(c2ccccc2)[C@H]1C(=O)N1CCOC1=O`?
Imprint erasure: -10%

What do the screens show for `Nc1nc(Nc2ccccc2)nc2c1ncn2[C@@H]1O[C@H](CO)[C@H](O)[C@H]1O`?
Imprint erasure: -2%

What do the screens show for `O=[N+]([O-])c1ccc(CSc2ncnc3c2ncn3[C@@H]2O[C@H](CO)[C@H](O)[C@H]2O)cc1`?
Imprint erasure: -8%

How did COc1cc2c(Nc3ccc(NC(=O)c4ccccc4)cc3)ncnc2cc1OCCCN1CCOCC1 do in these assays?
Imprint erasure: -36%[inhibitor]

How did COc1cc(OC)c2ccc(=O)oc2c1C(CCN1CCOCC1)c1ccc(N(C)C)cc1 (centres undefined) do in these assays?
Imprint erasure: 1%

Results for O=C1OCCN1C(=O)[C@H]1[C@H](c2ccc(Cl)cc2)C(c2ccccc2)=NN1c1ccccc1 ?
Imprint erasure: 11%

Results for COc1ccc(-c2ccc(-c3cc(=O)oc4cc(OC)c(OC)c(OC)c34)cc2)cc1F ?
Imprint erasure: -21%

How did O=C1CCC(N2C(=O)c3ccccc3C2=O)C(=O)N1 (centres undefined) do in these assays?
Imprint erasure: -7%&-3%&-10%

Results for COc1ccc2c(c1)CCC1C2CC[C@@]2(C)C1CC[C@@H]2NCCCCCCN1C(=O)C=CC1=O (some centres undefined) ?
Imprint erasure: -18%

How did Cc1cc2oc(=O)cc(-c3ccccc3)c2c(C)c1-c1ccc(O)cc1 do in these assays?
Imprint erasure: -26%

How did COC1(C2=NCCN2)COc2ccccc2O1 (centres undefined) do in these assays?
Imprint erasure: -10%

Results for C[C@@]12C=Cc3occc3C1CC[C@@]13C[C@@H](CCC12)[C@@](O)(CO)C3 (some centres undefined) ?
Imprint erasure: -33%[inhibitor]

What do the screens show for `COc1cc2c(c(OC)c1OC)C(c1ccccc1C)CC(=O)O2` (centres undefined)?
Imprint erasure: -13%

Retrieved by structure from the entries so far, 6 records:
Results for C[C@@]12C=Cc3occc3C1CC[C@@]13C[C@@H](CCC12)[C@@](O)(CO)C3 (some centres undefined) ?
Imprint erasure: -33%[inhibitor]

How did O=C1CCC(N2C(=O)c3ccccc3C2=O)C(=O)N1 (centres undefined) do in these assays?
Imprint erasure: -7%&-3%&-10%

Results for COc1ccc(-c2ccc(-c3cc(=O)oc4cc(OC)c(OC)c(OC)c34)cc2)cc1F ?
Imprint erasure: -21%

What do the screens show for `Nc1nc(Nc2ccccc2)nc2c1ncn2[C@@H]1O[C@H](CO)[C@H](O)[C@H]1O`?
Imprint erasure: -2%

How did Cc1cc2oc(=O)cc(-c3ccccc3)c2c(C)c1-c1ccc(O)cc1 do in these assays?
Imprint erasure: -26%

How did COc1cc2c(Nc3ccc(NC(=O)c4ccccc4)cc3)ncnc2cc1OCCCN1CCOCC1 do in these assays?
Imprint erasure: -36%[inhibitor]

New compounds follow
What do the screens show for `NC(=S)c1ccc[n+]([C@@H]2O[C@@H](COP(=O)([O-])OP(=O)(O)OC[C@H]3O[C@@H](n4cnc5c(N)ncnc54)[C@H](OP(=O)(O)O)[C@H]3O)C(O)C2O)c1` (some centres undefined)?
Imprint erasure: -8%

How did O[C@@H](c1cc([C@@]23C[C@H]4CC[C@@H]2C[C@H](C4)C3)nc2c(Cl)cc(Cl)cc12)C1CCCCN1 (some centres undefined) do in these assays?
Imprint erasure: -6%[10.9 µM]

Results for COc1cc2oc(=O)cc(-c3ccc(-c4sccc4C=O)cc3)c2c(OC)c1OC ?
Imprint erasure: -13%

How did CC(C)(C)c1ccc(S(=O)(=O)/C=C/C#N)cc1 do in these assays?
Imprint erasure: -40%[inhibitor]

How did C=C1c2ccccc2O[C@H](C(=O)OCC)[C@@H]1CC(C)(C)c1ccccc1 do in these assays?
Imprint erasure: -19%

Results for C[C@@H]1C(c2cccc(Cl)c2)=NN(c2ccccc2)[C@H]1C(=O)N1CCOC1=O ?
Imprint erasure: -3%

What do the screens show for `CC(/C=C/C(=O)NO)=C\[C@@H](C)C(=O)c1ccc(N(C)C)cc1`?
Imprint erasure: -31%[inhibitor]

How did C#CCN1C(C)=C(C(=O)OC)C(c2cccc([N+](=O)[O-])c2)C(C(=O)OCC)=C1C (centres undefined) do in these assays?
Imprint erasure: -10%

What do the screens show for `CCCCCC1C(=O)C[C@@H]2CCN3C(=O)CCC[C@H]1[C@H]23` (some centres undefined)?
Imprint erasure: -10%[97.3 µM]

How did NC1CCN(O)C1=O (centres undefined) do in these assays?
Imprint erasure: -2%

Results for C=C(Nc1ccc(OCC)cc1)Nc1ccc(OCC)cc1 ?
Imprint erasure: -8%

Results for CCCCC/C=C\CC(O)/C=C/c1cccc(CC(O)CCCCO)n1 (centres undefined) ?
Imprint erasure: -10%

How did CCCCC1=C(C(=O)OCC)C(C(=O)OCC)Oc2ccccc21 (centres undefined) do in these assays?
Imprint erasure: -25%

Results for COc1ccc(C2CC(=O)Oc3cc(OC)c(OC)c(OC)c32)cc1 (centres undefined) ?
Imprint erasure: -5%

Results for COc1ccc(Cl)cc1-c1ccc(C(=O)O)o1 ?
Imprint erasure: -1%[97.3 µM]

What do the screens show for `COc1cc2c(cc1OC)C(C(C(=O)N(CCc1ccc(OC)c(OC)c1OC)CCc1ccc(OC)c(OC)c1OC)c1ccccc1)=NCC2` (centres undefined)?
Imprint erasure: -15%

Results for COc1ccccc1[C@@H]1C(c2cccc(Cl)c2)=NN(c2ccc(Br)cc2)[C@H]1C(=O)N1CCOC1=O ?
Imprint erasure: -16%[40.7 µM]

What do the screens show for `Nc1ccc(C(=O)O)c(O)c1` (tested in a mixture with another compound)?
Imprint erasure: 3%

How did COc1cc(C2CC(=O)Oc3cc(O)ccc32)cc(OC)c1OC (centres undefined) do in these assays?
Imprint erasure: 3%

What do the screens show for `O=c1cc(-c2ccccc2Cl)oc2cccc(O)c12`?
Imprint erasure: -10%[97.3 µM]

Results for COc1ccc2c(c1)C(c1cc(OC)c(OC)c(OC)c1)CC(=O)O2 (centres undefined) ?
Imprint erasure: 3%

How did CC(C)(C)C(=O)OCC(=O)C1CCC2C3CCC4=CC(=O)CCC4(C)C3CCC12C (centres undefined) do in these assays?
Imprint erasure: -6%

What do the screens show for `CC(C)C[C@@H](COCc1cccc(Cl)c1)N1CCN(C(=O)c2cccc(C(F)(F)F)c2)CCC1=O`?
Imprint erasure: -13%[40.7 µM]

What do the screens show for `C[C@H]1[C@H](C)CC[C@]2(C(=O)O)CC[C@]3(C)C(=CC[C@H]4[C@]3(C)C[C@@H](O)C3[C@](C)(CO)[C@H](O)[C@@H](O)C[C@]34C)[C@H]12` (some centres undefined)?
Imprint erasure: -3%[10.9 µM]

Results for Oc1cc2c(c(Cl)c1O)CCNCC2c1ccccc1 (centres undefined) ?
Imprint erasure: -39%[inhibitor]

How did COc1ccc(-c2c(C)cc3oc(=O)cc(-c4ccccc4)c3c2C)cc1F do in these assays?
Imprint erasure: -16%

What do the screens show for `O=C1OCCN1C(=O)[C@H]1[C@H](c2ccc([N+](=O)[O-])cc2)C(c2cccc(Cl)c2)=NN1c1ccc(Br)cc1`?
Imprint erasure: 3%[40.7 µM]

Results for O=C1OCCN1C(=O)[C@H]1[C@H](c2ccc([N+](=O)[O-])cc2)C(c2ccccc2)=NN1c1ccccc1 ?
Imprint erasure: 8%

What do the screens show for `O=c1cc(-c2ccc(F)cc2F)[nH]c2ccc(F)cc12`?
Imprint erasure: -10%[97.3 µM]

Results for S=C(S)OC1CC2CC1C1CCCC21 (centres undefined) ?
Imprint erasure: -9%

What do the screens show for `Clc1cc(Cl)cc(C2=N[C@@H](Cc3ccccc3)CO2)c1`?
Imprint erasure: -1%

Results for C[C@@H]1C(c2ccc(F)cc2)=NN(c2ccc(Br)cc2)[C@H]1C(=O)N1CCOC1=O ?
Imprint erasure: 2%

What do the screens show for `COc1ccc(-c2cc(=O)c3ccc(F)cc3[nH]2)cc1`?
Imprint erasure: 1%[97.3 µM]

What do the screens show for `COc1ccc(COCCN2CCN(S(=O)(=O)c3ccc(C)cc3)CCC2=O)cc1`?
Imprint erasure: -12%

Results for O=c1cc(-c2cccc(F)c2)[nH]c2cc(F)ccc12 ?
Imprint erasure: -21%[97.3 µM]

Results for CC1(CN2CCC(n3c(=O)[nH]c4ccccc43)CC2)OCc2ccccc2-n2cccc21 (centres undefined) ?
Imprint erasure: -4%

Results for CNC(=O)[C@H]1O[C@@H](n2cnc3c(NCc4ccc(N)cc4)ncnc32)[C@H](O)[C@H]1O ?
Imprint erasure: -4%

Results for CCOC(=O)C1(CC)Oc2ccccc2C(c2ccc(OC)cc2)=C1C(=O)OC (centres undefined) ?
Imprint erasure: -11%

Results for Cc1ccc(-c2c(C)cc3oc(=O)cc(-c4ccccc4)c3c2C)cc1 ?
Imprint erasure: -25%

How did O=C1O/C(=C/Br)CCC1c1cccc2ccccc12 (centres undefined) do in these assays?
Imprint erasure: -32%[inhibitor]

Results for Cc1ccc(CN2C(=O)C[C@@H](NS(=O)(=O)c3ccc4ccccc4c3)C/C=C\C2c2ccc(C)cc2)cc1 (some centres undefined) ?
Imprint erasure: -9%[40.7 µM]

What do the screens show for `CC1C=C[C@@H]2[C@H](C1)C(=O)N(Cc1ccccc1)[C@H]2c1ccccc1Br` (some centres undefined)?
Imprint erasure: -9%

How did Cc1ccc(NC(=O)OCCN2CCN(Cc3ccccc3)CCC2=O)cc1 do in these assays?
Imprint erasure: 1%

Results for COc1ccc(C(=O)Nc2ccc3[nH]c(-c4cccc(OC)c4)cc(=O)c3c2)cc1 ?
Imprint erasure: -18%

How did C=C1c2cccc(C(F)(F)F)c2O[C@H](C(=O)OCC)[C@@H]1CCC(C)C do in these assays?
Imprint erasure: -16%

How did Cc1c(C)c2c(c(C)c1O)CCC(C)(CN1CCN(c3cc(N4CCCC4)nc(N4CCCC4)n3)CC1)O2 (centres undefined) do in these assays?
Imprint erasure: -30%[inhibitor]

Results for CSc1nc(N)c2ncn([C@@H]3O[C@H](COP(=O)(O)OP(=O)(O)OP(=O)(O)O)[C@H](O)[C@H]3O)c2n1 ?
Imprint erasure: -9%

How did CCCC[C@@]1(C2CCCC2)Cc2cc(OCC(=O)O)c(Cl)c(Cl)c2C1=O do in these assays?
Imprint erasure: -4%

What do the screens show for `CC1(Cn2ccnn2)[C@H](C(=O)O)N2C(=O)C[C@H]2S1(=O)=O` (some centres undefined)?
Imprint erasure: -10%

Results for O=C1OCCN1C(=O)[C@H]1[C@H](c2ccccc2)C(c2cccc(Cl)c2)=NN1c1ccc(Br)cc1 ?
Imprint erasure: -2%[40.7 µM]

How did CC(=O)OCC(=O)[C@@]1(O)[C@H](OC(C)=O)C[C@H]2[C@@H]3CCC4=CC(=O)C=C[C@]4(C)[C@@]3(F)[C@@H](O)C[C@@]21C do in these assays?
Imprint erasure: -5%

What do the screens show for `CCCCC#Cc1nc(N)c2ncn([C@@H]3O[C@H](C(=O)NCC)[C@@H](O)[C@H]3O)c2n1`?
Imprint erasure: -1%

Results for CCCCCCCCCCCCCCCCCC(=O)NCC(COP(=O)([O-])OCC[N+](C)(C)C)OCC (centres undefined) ?
Imprint erasure: -13%

How did COc1ccc(NC2C[C@H]3CCCC(=O)N4CC[C@@H](C2)[C@@H]34)cc1 (some centres undefined) do in these assays?
Imprint erasure: -5%

What do the screens show for `CC(COc1ccc(/C=C/c2ccccc2)cc1)[N+](C)(C)C` (centres undefined)?
Imprint erasure: -8%

Results for O=C1OCCN1C(=O)[C@H]1[C@H](c2ccccc2)C(c2ccccc2)=NN1c1ccccc1 ?
Imprint erasure: 3%

What do the screens show for `OC[C@@H]1[C@@H](c2ccc(Cl)cc2)C(c2ccc(F)cc2)=NN1c1ccccc1`?
Imprint erasure: -33%[inhibitor]

This is a subset; count on the stated rates, not on these rows.
